Compound activity from PubChem.
K1F lysis inhibition: inhibition of K1F phage lysis, E. coli UTI89, bacterial capsule biogenesis inhibitors, alamar blue (AID 488966); E. coli UTI89 K1F phage lysis, alamar blue, 2 h; higher % means a stronger effect; inhibition, % at 100 µM; hits with a dose series show IC50 in µM; actives 0.02% (n = 340,000);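 active = phage lysis inhibition, versus mean bacterial control, above a set limit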;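 note: capsule biogenesis inhibitors block K1F phage lysis so surviving cells raise fluorescence; higher fluorescence means more inhibition of phage lysis; actives were called in the ten point dose series up to 300 µM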
Insulin prom up: MIN6 insulin promoter up-regulation; MIN6 insulin promoter-GFP reporter, high-content imaging; stronger effect = higher value; z-score at 5 µM; AID 1625; actives 0.3% (n = 190,000);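 active = z-score above 3 at 5 µM with at least 500 cells counted in the well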
Autophagy mod: alters autophagy in cells | MEF GFP-LC3 puncta imaging; test concentration mostly 10 µM | calls only at 10 µM (by protocol) | actives 0.98% (n = 190,000);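 active = percentage of spot-positive cells more than 3 SD above its plate mean, without a fluorescence outlier flag or 80% toxicity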;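 note: spot-positive cell cutoff set from DMSO-treated cells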
bCat nuc transl: alters nuclear translocation of beta-catenin in HeLa cells | immunofluorescence imaging | nuclear translocation activity, % at 5 µM | actives 0.3% (n = 190,000);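 active = nuclear translocation activity above 50% at 5 µM, with a well cell count of 50 or more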;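 note: per-cell ratio of nuclear to cytoplasmic median beta-catenin stain intensity; plate controls were DMSO negative control for no effect and GSK-3 inhibitor IX positive control for full effect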
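Test system: human HeLa cells, native beta-catenin. Compound dosing: 5 µM primary single dose, 0.1% DMSO, 0.02–20 µM confirmation series. Incubation: compound exposure 24 h at 37°C. Detection: beta-catenin immunostaining with DAPI counterstain, 20x imaging, 6 fields/well. Read-out basis: Nuclear/cytoplasmic beta-catenin signal ratio, % activation.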
P. falciparum M17LAP: P. falciparum M17LAP inhibitors, primary screen, biochemical, fluorogenic H-Leu-NHMec substrate, 1536-well (AID 1619); inhibition, % at 30 µM; hits with a dose series show IC50 in µM; recombinant M17LAP, H-Leu-NHMec fluorogenic kinetic assay; higher % means a stronger effect; actives 0.38% (n = 220,000);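 active = compound inhibiting the enzyme by more than half at any dose during confirmatory dose-response retesting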;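 note: plate controls were full reaction with DMSO carrier for no effect and no enzyme background for full effect; strong numbers were not always called active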
MT stabilize HCS: stabilizes microtubules in HeLa cells; % tubulin-high responders, % at 10 µM; AID 2205; HeLa tubulin immunostaining HCS, 24 h; share of cells brighter than vehicle mean+2SD; actives 0.83% (n = 200,000);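 active = plate Z-score above 3 for both tubulin-high and condensed-nucleus cell shares, with cell loss under 80%, at 10 µM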;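 note: anti alpha tubulin signal scored within the nucleus-defined area of each cell; some results filed as inactive read as strong as hits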
M1AAP inhibition: malaria alanyl aminopeptidase activity blockers – biochemical, fluorogenic H-Leu-NHMec substrate, 1536-well (AID 1445); recombinant M1AAP, H-Leu-NHMec fluorogenic kinetic assay; higher % means a stronger effect; one-dose inhibition, % at 30 µM; IC50 in µM for titrated hits; actives 0.42% (n = 220,000);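 active = primary inhibition above the hit cutoff, then over 50% inhibition at one or more dose response concentrations, cut at about 23% in these data, passing the limit was not always enough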;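 note: plate controls were DMSO full reaction for no effect and no enzyme background for full effect; strong numbers were not always called active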
CSM14.1 death rescue: rescue of cells from ER stress-induced death, primary screen, 384-well, CSM14.1, thapsigargin, ATP luminescence (AID 1222) | CSM14.1 thapsigargin-induced death rescue, ATP luminescence; higher % means a stronger effect | cellular ATP content (survival), % at 20 µM; hits with a dose series show EC50 in µM | 190,000 tested, under 10 active;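 active = EC50 below 50 µM in the dose-response confirmation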;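 note: death triggered by thapsigargin at about 15 µM added after 2 h compound pretreatment; cell ATP read after overnight thapsigargin exposure of roughly 18 to 22 hours; normalized against plate controls of thapsigargin alone and 5% DMSO vehicle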
Dynein transport: blocks dynein driven cargo transport along microtubules; 3617.4 mouse cells, GR-EGFP nuclear translocation imaging; test concentration mostly 20 µM; stimulated with dexamethasone, 1 µM; stronger effect = lower value; z-score, hits read low; actives 0.47% (n = 220,000);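 active = plate z-score of nuclear minus cytoplasmic receptor signal below a set negative limit, without overly bright fluorescence or cell loss, cut at about -3.5 in these data, passing the limit was not always enough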;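 note: z-score of nuclear minus cytoplasmic ring GR-EGFP intensity difference per well; some compounds called inactive have numbers as strong as hits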
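Buffer or medium – tet-free medium with charcoal-stripped serum · Signal – automated 10x imaging of fixed Hoechst-stained cells · Also added – dexamethasone agonist, 1.0 µM final, for 30 min · Incubation – induction 48 h, compound 1 h, agonist 30 min · Read-out – GR-EGFP nuclear translocation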
Dynein transport cytoplasmic EGFP: second read-out of Dynein transport, no call of its own (marks repeat the call); z-score; measured here: cytoplasmic GR-EGFP intensity; stronger effect = higher value
Dynein transport nuclear GR-EGFP: second read-out of Dynein transport, no call of its own (marks repeat the call); z-score; measured here: nuclear GR-EGFP intensity;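 lower value marks the stronger effect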
Dynein transport cell count: also measured in Dynein transport; calls as there; z-score; measured here: cell count per field
Insulin prom up cell count: also measured in Insulin prom up; calls as there; cell count; measured here: cytotoxicity, nuclei count;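 total cells summed across four imaged fields per well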
bCat nuc transl cell count 5 µM: recorded beside bCat nuc transl, whose call it bears; cell count; measured here: cell count, cytotoxicity flag
MT stabilize HCS Hoechst-high %: further read-out of MT stabilize HCS, marked with its call; % Hoechst-high responders; measured here: nuclear condensation Hoechst responders;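 share of cells brighter than vehicle mean plus two SD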
MT stabilize HCS cytotoxicity %: further read-out of MT stabilize HCS, marked with its call; toxicity, %; measured here: cytotoxicity by cell density;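 0% = mean cell density of plate MIN control wells and 100% = no cells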
Autophagy mod cell loss 18 h: also measured in Autophagy mod; calls as there; toxicity, %; measured here: cell loss, nuclei count;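 cell loss after 18 h compound exposure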
* marks the source's active call; other numbers are inactive results; i = inactive; nt = not tested or not shown; & = joins results of further samples; [ ] = another dose, or the depositor's remark. Rows were taken by chance, and some 2.9% of all compounds hit somewhere here.

SMILES	K1F lysis inhibition	Insulin prom up	Insulin prom up cell count	Autophagy mod	Autophagy mod cell loss 18 h	bCat nuc transl	bCat nuc transl cell count 5 µM	P. falciparum M17LAP	MT stabilize HCS	MT stabilize HCS Hoechst-high %	MT stabilize HCS cytotoxicity %	M1AAP inhibition	CSM14.1 death rescue	Dynein transport	Dynein transport cytoplasmic EGFP	Dynein transport nuclear GR-EGFP	Dynein transport cell count
COc1ccc2[nH]c(=O)c(CN(C(=O)c3cccnc3)c3ccc(C)cc3)cc2c1	0.0%	-0.95	1499	i	22	-4.5	1414	-5%	2.9	1.5	5.7	1%	-0.3%	-0.64	-0.33	-0.091	1.2
COc1ccc(C(C(=O)NC2CCCC2)N(C(=O)c2ccco2)c2ccc3c(c2)OCO3)cc1OC (stereo unspecified)	-0.1%	-0.28	1113	i	11	-2.3	762	12%	1.7	2.2	9.0	-5%	-1.9%	2.6	-0.11	1.1	-1.1
Oc1c(I)cc(Cl)c2cccnc12	-6.9%	nt	nt	i	-3	-1.2	544	2%	3.0	2.4	6.9	-14%	-4.3%	0.62	0.062	0.55	-1.1
CCN(CC)c1ccc(C(=O)N/N=C(\C)c2cccc(OC)c2)cc1	6.0%	-0.14	1180	i	-4	2.3	501	3%	4.6	5.7	0.8	6%	-1.3%	0.85	-0.22	0.48	-0.42
CCc1ccc(Nc2nnc(SCn3nnc4ccccc4c3=O)s2)cc1	0.3%	nt	nt	i	7	nt	nt	-3%	0.8	1.5	3.4	3%	-0.3%	-0.62	-0.23	-0.5	0.65
COc1ccc(OC)c(NC(=O)COC(=O)c2nc(Cl)ccc2Cl)c1	-0.9%	0.12	1535	i	13	-3.7	1093	15%	2.0	1.4	3.2	3%	-0.3%	-0.69	-0.28	-0.15	0.58
CNc1ccc(Br)cc(C(=O)/C=C/c2ccc3c(c2)OCO3)c1=O	6.4%	0.03	1335	i	13	2.7	1311	33%	18	27	34	18%	-1.2%	-1.9	0.17	-0.67	1.6
CC(=O)n1nc(-c2ccccc2)nc1NCc1ccc(F)cc1	0.2%	-0.08	1208	i	-14	1.1	994	11%	3.0	2.3	1.8	-1%	3.1%	-0.72	-0.27	-0.38	-0.079
CC(=N)C1=C(O)CC(C)(C)CC1=O	0.2%	2	1109	i	12	-5.3	824	18%	24	6.1	52	-1%	-3.3%	-1.3	-0.13	-0.23	0.63
Cc1ccc(Cl)cc1NC(=O)COC(=O)C12CC3CC(CC(C3)C1)C2	1.9%&-0.7%	-0.42	1189	i	-6&-6	1.3&-1.6	1174&533	8%&-3%	1.0&1.8	1.0&1.6	3.3&1.1	1%&0%	3.4%&-0.5%	0.66&0.39	-0.33&-0.21	0.35&0.38	0.17&-1.3
COc1ccc(NC2=NC(=S)N(c3ccccc3C)C23CCCCC3)cc1	-0.1%	-0.17	1038	i	-34	1.6	1094	6%	2.4	2.6	5.3	-5%	-1.1%	-1.1	-0.28	-0.8	1
CC(/C=C/c1ccco1)=N/NC(=O)Cc1cccs1	-1.8%	0.52	1464	i	12	0.8	1490	21%	3.2	2.5	7.8	19%	-2.3%	-0.86	0.12	0.31	0.23
O=C(NCc1ccccc1Cl)c1ccc2c(=O)n(CCCN3CCCC3=O)c(=S)[nH]c2c1	-0.3%	-0.13	1563	i	23	-0.3	1342	-5%	1.1	1.7	7.8	8%	-1.2%	-0.99	0.046	-0.44	0.32
COc1ccc(C(=O)c2ccc(N3CCN(C(=O)c4ccc(F)cc4)CC3)c(F)c2)cc1Br	0.2%	-0.19	836	i	7	nt	nt	-8%	3.5	1.9	4.4	3%	1.0%	0.068	-0.14	0.05	1.6
O=C(Nc1nc(N2C(=O)c3ccccc3C2=O)n(-c2ccccc2)n1)c1ccc(F)cc1	1.7%	-0.23	1335	i	1	-0.7	816	-4%	3.0	1.6	0.7	0%	-1.6%	-0.29	-0.12	-0.0097	-1.1
CCOC(=O)Cn1cc(/C=C(\C#N)C(=O)N2CCOCC2)c2ccccc21	-0.9%	nt	nt	nt	nt	0.8	1339	37%	nt	nt	nt	7%	nt	0.57	-0.21	0.73	0.3
O=C(c1ccccc1)N1CCN(CC#CC2(O)CCCCC2)CC1	0.5%	-1.3	1209	i	64	-4.2	763	10%	3.1	1.7	16	-2%	0.4%	0.1	-0.38	-0.18	0.4
Cc1ccc(CNC(=O)CSc2ccc(-c3cccs3)nn2)cc1	-0.2%	0.02	1592	i	7	-0.6	1117	8%	5.4	2.4	7.0	3%	-2.0%	0.065	-0.24	0.085	-0.24
N/C(=N\OC(=O)c1cc(Cl)ccc1Cl)c1cccnc1	1.2%	-0.1	941	i	-11	nt	nt	3%	2.3	0.8	8.0	-2%	-1.4%	3.1	0.13	1.6	-1.8
Cc1c(C(=O)O)oc2c3c(ccc12)OCCO3	0.0%	0.1	2060	i	-3	-2.3	1092	6%	3.3	3.1	7.7	-3%	-2.1%	-0.66	-0.33	-0.27	0.17
O=[N+]([O-])c1ccc2c(c1Nc1ccccc1)=NC1(CCCCC1)N=2	-0.2%	0.09	1496	i	-6	0.7	1395	-1%	1.7	1.2	0.0	-5%	-0.3%	-0.54	0.064	-0.27	0.51
Oc1ccccc1C=NCCN=Cc1ccccc1O	0.1%[50 µM]	-0.12	1042	nt	nt	-0.8	1341	0%	nt	nt	nt	2%	nt	0.31	-0.17	0.13	-0.27
O=C1CSC(=S)N1/N=C/c1ccc(Cl)c([N+](=O)[O-])c1	0.1%[50 µM]	0.37	1403	nt	nt	-1.8	1311	-8%	nt	nt	nt	13%	nt	-0.0078	0.075	-0.075	-1.2
O=C(C1CCCO1)N1CCN(C(=S)Nc2ccccc2Cl)CC1 (stereo unspecified)	0.1%	0.12	1230	i	1	-1.1	914	4%	4.1	2.2	10	3%	-0.3%	-0.12	-0.17	0.097	0.24
O=c1[nH]c2cc3c(cc2cc1CN(Cc1nnnn1CC1CCCO1)C1CCCC1)OCO3 (stereo unspecified)	0.2%	1.5	1052	i	-5	-2.8	883	-78%	2.0	2.1	11	13%	-0.5%	-0.41	-0.23	-0.033	0.66
Cc1noc(C)c1COc1cccc(C(=O)NCCc2c[nH]c3ccccc23)c1	-0.2%	0.31	1322	i	19	-1.4	1165	-5%	24*	20*	58*	2%	2.8%	0.37	-0.27	-0.36	-0.098
Cc1ccc(S(=O)(=O)ON2C(=O)c3cccc4cccc(c34)C2=O)cc1	-0.3%	0.12	1336	i	2	-1.9	1106	-14%	2.1	1.2	4.4	5%	-1.9%	-0.13	-0.22	0.34	-0.66
Cc1cc(C)n2nc(SCc3cc(=O)oc4ccc5ccccc5c34)nc2n1	-0.1%	1.1	1515	i	9	1.0	1437	1%	2.5	1.5	4.8	8%	2.4%	-0.24	-0.19	0.34	-0.073
Cc1c(Cl)cccc1NC(=O)c1cc(-c2ccccc2O)n[nH]1	-0.7%	-0.19	1046	i	-5	nt	nt	3%	3.0	1.4	2.6	3%	-0.5%	1	-0.14	0.48	-0.074
Cc1ccc(NC(=S)N(CCN(C)C)C(C)c2ccco2)c(C)c1 (stereo unspecified)	0.2%	-0.22	865	nt	nt	-0.8	1339	8%	nt	nt	nt	4%	nt	0.21	-0.15	1.1	-1.2
COC(CN(C(=O)CCl)C(C(=O)NC1CCCC(C)C1C)c1ccc(C)cc1)OC (stereo unspecified)	0.0%	-0.1	1337	i	10	1.4	974	-6%	1.8	1.7	3.6	1%	-2.1%	-4.3*	0.6*	-2.6*	-0.32*
Cc1nc(-c2ccc(C(=O)N3CCOCC3)cc2)cs1	2.0%	nt	nt	i	-9	-0.1	1023	9%	4.0	1.9	0.8	10%	-2.0%	-0.26	-0.24	-0.16	0.86
CC1CCCCN1C(=O)C1CC(c2ccc(F)cc2)=NO1 (stereo unspecified)	5.1%	0.28	1535	i	-22	-2.8	1480	6%	3.7	2.2	3.1	4%	-1.3%	0.045	-0.17	0.26	0.077
CCOc1ccccc1NC(=O)Cn1c(=O)n(-c2ccc(OC)cc2OC)c(=O)c2c(C)c(C(=O)N(CC)CC)sc21	0.4%	-0.48	1336	i	2	-1.3	1155	-2%	3.0	3.1	2.7	16%	-11%	-0.19	-0.33	-0.05	0.33
Cc1ccc(/C=C/C(=O)NC(=S)N2CCN(c3ccc(F)cc3)CC2)cc1	1.6%	-1.1	1472	nt	nt	2.8	1224	2%	nt	nt	nt	-3%	nt	-0.3	-0.23	-0.41	0.95
Cc1c(C(=O)N(Cc2ccccc2)Cc2cccs2)cnn1-c1ccc(Cl)cc1	nt	nt	nt	nt	nt	1.2	1035	1%	nt	nt	nt	-4%	nt	0.7	-0.14	0.24	1
O=C(Nc1nccs1)Oc1ccccc1	-0.4%	0.31	1157	i	10	-4.5	1004	-8%	5.8	2.3	12	6%	-2.1%	1.5	-0.2	0.69	-0.79
CCn1c(=O)cc(SCC(=O)NCCCN2CCN(c3ccc(F)cc3)CC2)c2ccccc21	1.8%	-1.8	945	i	15	-2.5	936	-1%	0.5	1.8	9.9	0%	1.8%	-0.059	-0.21	0.076	0.49
